Bioassay records deposited in PubChem by several laboratories.
TcdB GH inh: inhibitors of Clostridioides difficile toxin B glycohydrolase; P18177; TcdB glycohydrolase enzymatic assay, plate reader; inhibition, % at 9.99 µM; 350,000 tested, 0.24% active; AID 652162; in the data active = inhibition above about 10%
Target sequence (P18177 whole entry, looked up): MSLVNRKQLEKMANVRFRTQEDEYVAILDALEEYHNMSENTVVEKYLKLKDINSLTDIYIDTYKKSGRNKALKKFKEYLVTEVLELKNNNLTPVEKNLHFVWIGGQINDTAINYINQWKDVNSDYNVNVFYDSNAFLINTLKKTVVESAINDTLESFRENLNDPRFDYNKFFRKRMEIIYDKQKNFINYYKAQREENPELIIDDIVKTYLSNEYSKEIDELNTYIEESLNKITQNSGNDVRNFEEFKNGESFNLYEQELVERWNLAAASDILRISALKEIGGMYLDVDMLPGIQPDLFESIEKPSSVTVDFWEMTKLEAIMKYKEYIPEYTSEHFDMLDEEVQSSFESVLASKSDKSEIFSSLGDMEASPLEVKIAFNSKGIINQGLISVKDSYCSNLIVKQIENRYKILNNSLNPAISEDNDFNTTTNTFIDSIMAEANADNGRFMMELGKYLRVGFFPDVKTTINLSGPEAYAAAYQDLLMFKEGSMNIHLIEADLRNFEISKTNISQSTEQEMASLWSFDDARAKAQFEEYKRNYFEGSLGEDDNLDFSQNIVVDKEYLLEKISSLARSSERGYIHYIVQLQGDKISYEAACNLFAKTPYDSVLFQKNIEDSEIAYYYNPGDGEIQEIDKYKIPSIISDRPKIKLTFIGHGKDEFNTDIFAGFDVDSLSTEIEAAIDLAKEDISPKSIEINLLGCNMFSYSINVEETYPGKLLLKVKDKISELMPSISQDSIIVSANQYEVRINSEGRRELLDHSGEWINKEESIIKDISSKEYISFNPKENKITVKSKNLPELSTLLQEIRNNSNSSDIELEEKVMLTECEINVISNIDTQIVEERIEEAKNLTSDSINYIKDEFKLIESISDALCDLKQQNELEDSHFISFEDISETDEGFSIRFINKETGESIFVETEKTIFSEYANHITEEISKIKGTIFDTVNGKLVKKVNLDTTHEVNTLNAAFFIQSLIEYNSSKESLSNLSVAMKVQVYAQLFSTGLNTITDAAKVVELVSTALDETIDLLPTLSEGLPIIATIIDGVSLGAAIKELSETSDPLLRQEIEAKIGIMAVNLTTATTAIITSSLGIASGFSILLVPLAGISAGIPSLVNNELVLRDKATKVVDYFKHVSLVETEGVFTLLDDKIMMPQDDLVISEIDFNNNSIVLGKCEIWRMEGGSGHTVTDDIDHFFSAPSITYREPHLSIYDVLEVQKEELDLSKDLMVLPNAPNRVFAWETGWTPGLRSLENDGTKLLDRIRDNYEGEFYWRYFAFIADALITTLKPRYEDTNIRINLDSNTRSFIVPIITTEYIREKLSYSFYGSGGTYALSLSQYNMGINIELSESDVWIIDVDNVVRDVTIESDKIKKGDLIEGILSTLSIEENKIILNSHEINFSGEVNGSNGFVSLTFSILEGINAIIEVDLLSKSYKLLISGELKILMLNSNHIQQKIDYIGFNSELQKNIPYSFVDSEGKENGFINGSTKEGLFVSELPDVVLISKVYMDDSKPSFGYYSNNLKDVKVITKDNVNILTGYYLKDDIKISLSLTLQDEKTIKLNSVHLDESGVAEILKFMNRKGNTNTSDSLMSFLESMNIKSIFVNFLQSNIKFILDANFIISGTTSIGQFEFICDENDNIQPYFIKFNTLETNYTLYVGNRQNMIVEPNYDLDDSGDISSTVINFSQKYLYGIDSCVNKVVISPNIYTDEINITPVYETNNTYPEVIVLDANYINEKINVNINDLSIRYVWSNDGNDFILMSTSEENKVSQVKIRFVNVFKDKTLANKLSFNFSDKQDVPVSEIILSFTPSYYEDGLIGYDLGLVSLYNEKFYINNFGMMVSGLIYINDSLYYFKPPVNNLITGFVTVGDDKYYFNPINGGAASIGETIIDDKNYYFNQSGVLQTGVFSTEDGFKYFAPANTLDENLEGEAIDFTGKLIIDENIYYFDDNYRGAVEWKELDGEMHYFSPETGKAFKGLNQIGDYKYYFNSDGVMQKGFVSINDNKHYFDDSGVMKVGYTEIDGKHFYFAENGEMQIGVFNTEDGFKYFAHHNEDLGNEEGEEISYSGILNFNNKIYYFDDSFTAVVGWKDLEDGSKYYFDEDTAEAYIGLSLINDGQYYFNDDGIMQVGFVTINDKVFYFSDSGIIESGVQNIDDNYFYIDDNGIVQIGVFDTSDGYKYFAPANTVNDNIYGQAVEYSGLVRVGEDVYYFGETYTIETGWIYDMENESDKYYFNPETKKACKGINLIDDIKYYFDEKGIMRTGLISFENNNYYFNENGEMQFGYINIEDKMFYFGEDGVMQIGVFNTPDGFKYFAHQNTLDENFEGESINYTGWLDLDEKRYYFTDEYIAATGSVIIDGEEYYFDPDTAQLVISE
PfHsp40 rescue: compounds rescuing yeast from Plasmodium falciparum HSP40 toxicity | S. cerevisiae expressing PfHsp40, growth rescue, ATP luminescence | growth rescue, % at 12.5 µM | 340,000 tested, 0.68% active; in the data active = growth rescue above about 28%, passing the limit was not always enough; inconclusive = no clear call, values can overlap the other calls;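 also: yeast W303a lacking pdr1 and pdr3 grown in galactose medium; growth measured after three days at 30 °C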
Anthrax LF inh2: inhibitors of Bacillus anthracis lethal factor protease; P15917; multiplex microsphere protease cleavage assay, LF; inhibition, % at 10 µM; 360,000 tested, 0.12% active; AID 588501; also: plate controls were buffer without enzyme for full effect and enzyme alone for no effect
Y pestis TopoI: inhibitors of Yersinia pestis topoisomerase I | Y. pestis Topo-I cleavage product accumulation, plate reader | activity, % at 10 µM | 360,000 tested, 0.064% active | AID 504884; in the data active = activity above about 50%, passing the limit was not always enough; inconclusive = no clear call, values can overlap the other calls; also: inactives centre near 2
BoNT A protease: inhibitors of Botulinum neurotoxin A light chain protease. multiplex microsphere protease substrate cleavage, flow cytometry. 360,000 tested, 0.17% active. inhibition, % at 10 µM; also: plate controls were buffer without enzyme for full effect and enzyme alone for no effect
BoNT F protease: blocks Botulinum neurotoxin F light chain protease | Multiplex microsphere protease cleavage assay, flow cytometry | 360,000 tested, 0.22% active | inhibition, % at 10 µM; in the data active = inhibition above about 35%, passing the limit was not always enough; inconclusive = no clear call, values can overlap the other calls; also: plate controls were buffer without enzyme for full effect and enzyme alone for no effect
CCHF vOTU inh: blocks the CCHF virus ovarian tumor domain protease. CCHFV vOTU protease, Pep-AMC fluorescence. inhibition, % at 11.5 µM. 370,000 tested, 0.55% active. AID 651958; in the data active = inhibition above about 30%; also: 0% = vehicle wells with enzyme and 100% = no enzyme wells
FadD28 binding: blocks FadD28 binding to the bisubstrate probe; inhibition, % at 12.5 µM; AID 588549; fluorescence polarization; 360,000 tested, 0.22% active; in the data active = inhibition above about 8.5%, passing the limit was not always enough; inconclusive = no clear call, values can overlap the other calls
PrPC TRFRET: reduces human prion protein on the cell surface; cell surface PrPC, TR-FRET read-out; P04156; AID 720596; 370,000 tested, 0.43% active; inhibition, % at 13.8 µM; in the data active = inhibition above about 24%; also: 0% = median of the test wells and 100% = reference compound wells
* marks the source's active call; other numbers are inactive results; ? = inconclusive; . = no result given; & = joins results of further samples. Rule as the data show it, unless noted: active = inhibition above about 30%; inconclusive = no clear call, values can overlap the other calls; inactive = below that.

#	structure	TcdB GH inh	PfHsp40 rescue	Anthrax LF inh2	Y pestis TopoI	BoNT A protease	BoNT F protease	CCHF vOTU inh	FadD28 binding	PrPC TRFRET
1	Cc1cccc(-n2ccnc2SCC(=O)O)c1C	0.6	0.4	-6	11	-1.0	-9	3	0.3	1
2	O=c1[nH]c(C2CCCN(S(=O)(=O)Cc3ccccc3)C2)nc2c1nnn2Cc1cccc(Cl)c1 (stereo not given)	-4.4	-0.6	-3	35	-0.6	-13	30*	0.1	6
3	Cc1ccc(C(CNS(=O)(=O)c2cc(F)ccc2F)N2CCN(C)CC2)cc1 (stereo not given)	1.6	-0.9	1	-4	1.0	0	-5	-5.0	-5
4	O=C(CSc1ccc(-c2ccco2)nn1)Nc1ccccc1	1.5	12	0	-2	0.7	5	-3	-3.9	9
5	CC(C)(C)CC(=O)N1CCC(c2nc3c(nnn3Cc3c(F)cccc3Cl)c(=O)[nH]2)CC1	.	0.7	2	14	-0.4	-8	11	-4.7	1
6	COc1cc(/C=C2\C(=N)N3N=C(S(C)(=O)=O)SC3=NC2=O)ccc1OCCOc1ccccc1C	-1.4	1.1	-16	12	-0.6	-11	-6	.	-6
7	Cc1cc(C(=O)OCC(=O)NCCc2ccccc2)c(C)o1	.	-0.2	6	2	-0.7	6	1	-1.8	0
8	COc1ccc(CCNC(=O)c2c(C)nc3ccccn23)cc1	-0.2	2.5	0	0	-0.1	-2	-10	-0.8	-4
9	COc1ccc2nc(NC(=O)c3sc4nc(C)cc(C)c4c3N)sc2c1	0.6	-1.2	-3	-7	-1.0	-4	1	-2.5	0
10	COc1ccc(CNC(=O)c2ccc(CNc3c(NC4CCCCC4)c(=O)c3=O)cc2)cc1	0.6	0.4	2	9	-0.2	-3	1	-3.1	3
11	COc1cc2c(cc1OC)CN(C(=O)C1CCCN(C(=O)c3ccc(Cl)cc3)C1)CC2 (stereo not given)	0.2	1.7	-2	22	-0.8	-4	7	-2.4	8
12	CSc1nc(SCc2ccccc2)[nH]c(=O)n1	0.4	.	0	1	0.1	-1	12	-3.8	-5
13	CCOC(=O)C1(C)NC(c2ccc(N(C)C)cc2)C2C(=O)N(CC)C(=O)C21 (stereo not given)	.	0.7	-1	0	-0.4	3	-25	-4.9	2
14	Cc1csc(SCCn2c(N3CCN(c4ccccc4)CC3)nc3c2c(=O)[nH]c(=O)n3C)n1	.	1.4	2	6	-0.1	-3	-16	-0.4	7
15	C[C@@H]1CN([C@H](C)CO)C(=O)c2cc(Br)cnc2O[C@@H]1CN(C)C(=O)Nc1ccccc1	0.3&0.9	.	-6	7	-0.1	2	-5	0.4	0
16	CCCCNc1c(-c2ccc(SC3CCCCC3)c(OC)c2)nc2ccc(Cl)cn12	1.9	2.5	-8	8	0.0	-4	12	-3.0	15
17	CCn1c(COc2cccc3cccnc23)nnc1SC(F)F	1.0	-0.1	12	-3	0.5	-6	18	-2.5	5
18	COc1ccc(S(=O)(=O)N2c3ccccc3OCC2C)cc1 (stereo not given)	0.7	2.4	-5	-1	0.8	-8	3	-4.0	15
19	COc1c(C)cc(C(=O)C2CCCN(C(=O)c3snnc3C)C2)cc1C (stereo not given)	1.0	-0.5	0	1	0.0	-3	10	-1.6	9
20	CC1=C(C(=O)N(C)C)CC(CC(=O)NC(c2ccccc2)c2ccccc2)C(=O)N1Cc1ccc(C(C)(C)C)cc1 (stereo not given)	-1.7	.	5	33	-0.1	-4	12	-0.4	-6
21	COC(=O)c1ccc(CSCc2ccc(C(=O)OC)o2)o1	-0.6	0.9	4	0	1.6	1	12	-0.4	5
22	COc1ccc(CC(=O)NNc2ncnc3c2cnn3-c2ccc(C)cc2)cc1OC	1.8	-0.3	1	-2	0.2	2	-4	-3.9	4
23	CCOc1cc(OCC)cc(C(=O)N2CCC[C@H]2C(=O)N2CCC[C@H]2C(=O)NCc2cccc(OC)c2)c1	-0.7	.	1	.	0.8	0	1	.	5
24	CCOC(=O)c1c(NC(=O)CN2CCN(c3ccc(Cl)cc3)CC2)sc(C)c1C	.	0.5	-6	-5	-0.7	0	-10	-1.3	-6
25	COc1ccc(OC)c(C(=O)COC(=O)COc2ccccc2F)c1	0.1	1.6	.	13	.	.	0	-3.6	4
26	CSc1nc(N)c2cn[nH]c2n1	-0.1	-0.4	0	3	-0.4	-4	-15	-3.8	0
27	Cc1cccc(NC(=O)CSCC(=O)Nc2cc(Cl)ccc2N2CCOCC2)c1	2.8	4.6	-4	28	-0.9	6	-3	-4.0	3
28	CCOC1=C/C(=C/c2c(N)n3nc(CC(=O)N4CCCC4)sc3nc2=O)C=CC1=O	2.0	2.7	-1	4	-0.7	-4	9	-0.9	0
29	O=C(C1CCC(Cn2c(=S)[nH]c3ccccc3c2=O)CC1)N1CCN(c2ccccc2)CC1 (stereo not given)	.	3.4	-16	0	-1.1	-2	-5	-1.7	2
30	Cc1nc2ccc(S(=O)(=O)Nc3cccc(-c4nc5cccnc5s4)c3C)cc2s1	0.7	-0.3	-7	1	-0.3	0	-3	0.7	5
31	CC(C)C[C@H]1CN(CCCC[C@@H]2CNC(=O)C(=O)N2CCc2ccccc2)C(=O)C(=O)N1CCc1ccc(O)cc1	1.6	.	-2	.	-0.1	-9	-4	.	10
32	Nc1cccnc1S(=O)(=O)c1cccc(C(F)(F)F)c1	0.4	0.2	6	1	?	?	-11	-3.7	-1
33	O=C(Cc1ccc(F)cc1)N[C@@H]1c2ccccc2CC[C@@H]1O	2.8	-0.4	0	-4	0.1	-7	-5	-3.6	0
34	CS(=O)(=O)N(CC(=O)NC1CC2CCC1C2)c1cccc(C(F)(F)F)c1 (stereo not given)	.	-0.2	0	-8	0.9	0	23	-3.4	6
35	O=C(Nc1cccc(S(=O)(=O)N2CCOCC2)c1)c1cnn2c(C(F)F)cc(-c3ccccc3)nc12	1.3	0.2	-3	0	-0.1	-7	2	-1.4	7
36	COc1cccc(C2C3(C#N)C(N)=NC(OC)(OC)C23C#N)c1 (stereo not given)	.	-1.3	1	-2	-0.4	-8	8	0.5	-1
37	COc1ccc2oc(C(=O)OCC(=O)N3CCN(C(C)=O)CC3)c(C)c2c1	1.6	0.3	4	-12	2.0	1	-15	-2.5	-5
38	COC(=O)c1ccc(C(=O)Nc2ccc(C(C)C)cc2N)cc1	1.2	-0.6	-11	12	-0.6	-2	12	1.7	8
39	COC(=O)C1=C(c2cc3ccccc3o2)C[C@@H]2CC[C@H]1N2C(=O)NCc1ccco1	-1.7	-1.3	-7	-7	-0.4	2	19	0.1	9
40	COc1ccc(N(CC(=O)N2CCN(c3cccc(C)c3)C(C)C2)S(=O)(=O)c2c(C)n[nH]c2C)cc1 (stereo not given)	2.1	0.0	0	20	0.3	-1	-7	-0.6	4

3 compounds from above, arranged by formula weight, largest number first:
#	structure	TcdB GH inh	PfHsp40 rescue	Anthrax LF inh2	Y pestis TopoI	BoNT A protease	BoNT F protease	CCHF vOTU inh	FadD28 binding	PrPC TRFRET
27	Cc1cccc(NC(=O)CSCC(=O)Nc2cc(Cl)ccc2N2CCOCC2)c1	2.8	4.6	-4	28	-0.9	6	-3	-4.0	3
22	COc1ccc(CC(=O)NNc2ncnc3c2cnn3-c2ccc(C)cc2)cc1OC	1.8	-0.3	1	-2	0.2	2	-4	-3.9	4
39	COC(=O)C1=C(c2cc3ccccc3o2)C[C@@H]2CC[C@H]1N2C(=O)NCc1ccco1	-1.7	-1.3	-7	-7	-0.4	2	19	0.1	9

(more compounds)
#	structure	TcdB GH inh	PfHsp40 rescue	Anthrax LF inh2	Y pestis TopoI	BoNT A protease	BoNT F protease	CCHF vOTU inh	FadD28 binding	PrPC TRFRET
41	Clc1ccc(-c2nc3ncccn3c2Nc2ccc3c(c2)OCO3)cc1	.	0.6	-4	7	0.0	0	-4	0.0	-3
42	CCN(CC)C(=O)CC(c1ccc(N(C)C)cc1)c1c(OC)cc(OC)c2ccc(=O)oc12 (stereo not given)	-2.0	-1.2	-2	19	0.5	-7	3	-0.1	-2
43	CN(C)S(=O)(=O)c1ccc(/C(O)=C2/C(=O)C(=O)N(Cc3cccnc3)C2c2ccco2)cc1 (stereo not given)	.	-0.8	6	-3	-0.2	1	-1	-2.1	-7
44	Cc1ccc(S(=O)(=O)Nc2cccnc2)cc1C	0.2	0.7	11	4	1.4	31	-9	-4.2	-2
45	CC1=C(OC(=O)c2ccc(Br)cc2)C(C)(C)C(c2ccccc2)OC1=O (stereo not given)	.	1.2	-2	13	-0.8	2	13	-1.6	-5
46	CN(C(=O)c1ccc(NC(=O)Cc2ccc(NC(=O)C3CCN(C(=O)c4ccccc4)CC3)cc2)cc1)C1CCCC1	1.2	2.9	-1	18	-0.4	0	-5	-4.3	1
47	CSc1ccccc1NC(=O)COC(=O)Cc1cccs1	1.0	-0.9	-7	7	-1.4	-7	5	0.9	6
48	Cc1ccc(N2CCN(S(=O)(=O)c3cccs3)CC2C)cc1 (stereo not given)	-1.1	8.9	-1	32	-1.4	-4	1	0.5	8
49	Cc1ccc(N=Nc2c(N)nn3c(N)c(C#N)c(C)nc23)cc1	4.8	2.6	-4	1	-0.4	-2	-3	-0.6	0
50	COc1ccc(C(=O)NCC(=O)NCc2cc(=O)n(C)c(=O)n2C)cc1	0.7	0.2	-2	3	-0.4	2	0	-2.6	2
51	Cc1cc(C(=O)COC(=O)Cc2n[nH]c(=O)c3ccccc23)c(C)n1-c1ccc2c(c1)OCO2	3.7	0.1	-2	24	-0.6	-6	-8	-5.7	14
52	COC(=O)C(CCSC)NC(=O)c1cc2c(n(-c3ccc(C)cc3)c1=O)CCCC2=O (stereo not given)	1.0	0.4	-1	9	-0.3	-6	6	0.5	0
53	CC(C)NC(=O)CSc1ccccc1C(=O)NNC(=O)Cn1ccc(C(F)(F)F)n1	0.2	-1.2	-3	-1	-4.0	-7	-4	-2.8	1
54	CCC1CCCCN1c1ccc([N+](=O)[O-])cc1/C=N/NC(=O)Cn1c2ccccc2c(=O)c2ccccc21 (stereo not given)	.	-0.6	2	7	0.1	-4	5	-0.5	-12
55	CCOC(=O)c1cc(-c2ccccc2C)nn1Cc1cc(C)no1	1.3	1.4	-7	18	-1.1	-16	2	-4.0	13
56	O=C(CCCn1c(=O)[nH]c2ccsc2c1=O)N1CCCCC1	.	-1.6	-6	4	2.2	0	-2	-2.8	2
57	COc1cccc(C(=O)NCCN2CCN(c3ccc(Cl)cc3)CC2)c1	-7.7	-0.7	-5	14	-0.8	-12	6	-0.6	10
58	Clc1ccc(CN2C3=NCCCN3c3ccccc32)cc1Cl	-0.7	-0.9	2	-14	-1.6	-6	-5	-2.1	-8
59	CCCCC(=O)Nc1ccccc1N1CCOCC1	1.1	0.0	0	14	-0.3	-7	-1	-0.2	-6
60	CCOc1ccccc1CN1CCN(Cc2ccc3cccc(OC)c3n2)CC1CCO (stereo not given)	1.9	-0.4	-10	19	4.1	8	-18	-2.6	-21
61	Cc1ccc(NC(=O)C(c2ccc(Cl)cc2)N2CCCCC2)cc1 (stereo not given)	.	0.0	-8	2	0.0	-8	-3	-1.4	11
62	CS(=O)c1ccc(-n2c(=O)n(Cc3ccccc3)c(=O)c3[nH]cnc32)cc1 (stereo not given)	0.2	-1.3	-1	-2	3.7	1	1	-0.9	2
63	CC(OC(=O)C1=COCCO1)C(=O)Nc1cc(S(=O)(=O)N2CCCCC2)ccc1Cl (stereo not given)	1.2	0.2	-1	-3	0.7	-5	7	0.5	6
64	CCOC(=O)c1nnc(-c2ccccc2)nc1NCc1ccc(Cl)cc1	.	0.3	7	4	-2.0	2	16	-3.5	8
65	CCOC(=O)c1ccc2c(c1)[n+](CC)c(C)n2-c1ccccc1	-0.1	3.0	0	9	-0.3	-2	-3	-1.2	0
66	CC1Cc2ccccc2N1Cc1cc(=O)n2ccsc2n1 (stereo not given)	.	0.6	15	-15	16	-13	2	-1.4	1
67	Cc1ccccc1Nc1c(F)c(F)c(F)c(F)c1C(=O)O	0.6	-0.3	0	-3	0.4	6	-8	0.2	-3
68	COc1ccc(-n2nc([N+](=O)[O-])c(=NCCc3ccc(OC)c(OC)c3)n2O)cc1	.	1.4	-2	-3	0.9	3	3	-3.9	-41
